Assay outcomes as filed in PubChem.
TrxR1 inh: blocks rat thioredoxin reductase 1 | O89049 | recombinant rTrxR1, NADPH fluorescence consumption, selenite substrate | Potency, µM (series often up to 114 µM), inactives show at the top dose activity change, negative = inhibition, most hits filed as inhibitors | 1% of 390,000 active; further: on the % scale 0 is the no-effect control and ±100 the full control effect; nearly all actives have a fitted effect of over 65% in size
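Rat TrxR1 (90 nM in the dispensed reagent) was pre-reduced with 400 uM NADPH for 5 min at room temperature, then incubated with compound for 15 min. After 400 uM selenite was added, NADPH fluorescence (Ex 340/Em 450 nm) was followed for 8 min.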
RGS4 inh: human RGS4 inhibition | P49798 | Transcreener GDP fluorescence polarization, RGS4-accelerated GTP hydrolysis | Potency, µM (top dose mostly 114 µM), without a hit: at the highest dose activity change, negative = inhibition, usual class: inhibitors | 0.039% of 390,000 active | AID 504845; further: on the % scale 0 is the no-effect control and ±100 the full control effect; nearly all actives have a fitted effect of over 75% in size; some results filed as inactive show a strong effect at the top dose
Target sequence (P49798 whole entry, looked up): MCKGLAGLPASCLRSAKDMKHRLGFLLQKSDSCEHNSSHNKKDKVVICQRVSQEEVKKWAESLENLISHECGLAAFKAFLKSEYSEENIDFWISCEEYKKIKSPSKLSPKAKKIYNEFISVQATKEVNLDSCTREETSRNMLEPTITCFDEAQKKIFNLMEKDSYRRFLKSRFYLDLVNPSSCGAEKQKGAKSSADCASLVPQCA
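MLSMR compounds (23 nl, pin-transferred) preincubated 10 min at room temperature with a 500nM (2x) first reagent, then RGS4 at 900nM (2x) plus Transcreener GDP mix added; fluorescence polarization (620/688 nm) read before and after 90 min at 30 °C.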
Tb PGK inh: blocks T. brucei phosphoglycerate kinase; P07378; PGK/GAPDH coupled, Kinase-Glo luminescence, 60 min; Potency, µM (doses to about 57.5 µM), for the others: at the top dose activity change, negative = inhibition, actives largely listed as inhibitors; 0.043% of 380,000 active; further: on the % scale 0 is the no-effect control and ±100 the full control effect; nearly all actives have a fitted effect of over 60% in size
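Luminescent ATP detection (Kinase-Glo Plus) follows a 60-minute room-temperature incubation, with wells lacking PGK as controls. Buffer: 100 mM TEA (pH 7.6), 5 mM MgCl2, 0.01% Tween-20. Coupling enzyme GAPDH (100 nM final) supplies unstable 1,3-BPG in-well.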
Pin1 inhibitor: inhibitors of human Pin1 | Pin1 FP peptide displacement, HiFluor488, 10 min | Potency, µM (highest dose often 115 µM), inactives show at the highest dose activity, negative = inhibition, most hits filed as inhibitors | 0.009% of 390,000 active | AID 504891; active means well fitted inhibition curve with a large enough effect in the polarisation, with a control signal flat, not every such curve was filed as active; inconclusive means small, poorly fitted or top-dose-only effect, or effect the other way, or a change in a side signal; inactive means no such curve, though single readings can be large or run the other way; the % refers to the polarisation; further: on the % scale 0 is the no-effect control and ±100 the full control effect
Target sequence (Q13526 whole entry, looked up): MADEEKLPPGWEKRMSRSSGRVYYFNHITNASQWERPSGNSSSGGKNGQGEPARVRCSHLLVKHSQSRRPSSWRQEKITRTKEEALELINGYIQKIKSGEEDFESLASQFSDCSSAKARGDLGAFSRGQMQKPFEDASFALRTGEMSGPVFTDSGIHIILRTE
HP1b binding inh: blocks HP1-beta chromodomain binding to methylated histone tails. Potency, µM (titrated, usually from 114 µM), for the others: top-dose activity change, negative = inhibition, actives largely listed as inhibitors. AlphaScreen HP1-beta / biotin-H3K9me3 peptide binding. P83916. 0.56% of 390,000 active; further: nearly all actives have a fitted effect of over 70% in size; inactives centre near 23
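AlphaScreen: HP1-beta (50 nM) preformed 30 min with biotin-H3(1-18)K9me3 peptide (50 nM) in PBS pH 7.4, 0.01% Tween-20. Compound added for 30 min at RT, then streptavidin donor/nickel chelate acceptor beads (10 ug/mL) for 30 min.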
JMJD2A Tudor inh: inhibitors of human JMJD2A Tudor domain. 4.4% of 390,000 active. Potency, µM (highest dose often 114 µM), without a hit: at the top dose activity change, negative = inhibition, most hits filed as inhibitors. AID 504339. AlphaScreen JMJD2A-Tudor / H3K4me3 peptide binding; further: on the % scale 0 is the no-effect control and ±100 the full control effect; nearly all actives have a fitted effect of over 50% in size
ALOX12 inh: blocks human arachidonate 12S-lipoxygenase | purified 12hLO, xylenol orange hydroperoxide absorbance | Potency, µM (series often up to 108 µM), for the others: at the top dose activity change, negative = inhibition, actives largely listed as inhibitors | 1.1% of 580,000 active | AID 1671190; further: on the % scale 0 is the no-effect control and ±100 the full control effect
Target sequence (P18054 whole entry, looked up): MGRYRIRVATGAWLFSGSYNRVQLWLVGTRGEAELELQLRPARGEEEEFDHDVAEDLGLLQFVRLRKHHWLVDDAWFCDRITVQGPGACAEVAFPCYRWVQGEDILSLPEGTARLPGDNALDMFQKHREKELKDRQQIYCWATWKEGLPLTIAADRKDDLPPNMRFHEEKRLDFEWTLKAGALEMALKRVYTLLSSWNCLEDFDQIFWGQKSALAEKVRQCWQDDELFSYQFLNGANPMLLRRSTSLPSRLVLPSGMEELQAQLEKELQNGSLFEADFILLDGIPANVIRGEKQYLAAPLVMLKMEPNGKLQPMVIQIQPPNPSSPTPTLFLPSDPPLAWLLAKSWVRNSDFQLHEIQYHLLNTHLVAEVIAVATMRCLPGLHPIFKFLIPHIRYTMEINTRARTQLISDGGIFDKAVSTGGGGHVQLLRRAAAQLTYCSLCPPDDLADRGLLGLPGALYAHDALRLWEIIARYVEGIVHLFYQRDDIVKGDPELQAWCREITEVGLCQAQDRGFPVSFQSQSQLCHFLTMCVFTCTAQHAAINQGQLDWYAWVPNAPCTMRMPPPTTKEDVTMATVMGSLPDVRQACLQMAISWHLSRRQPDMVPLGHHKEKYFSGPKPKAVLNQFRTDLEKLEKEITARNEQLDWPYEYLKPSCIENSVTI
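Purified human 12hLO (150 nM final) in 25 mM Hepes, 0.01% Triton X-100, pH 7.0 was preincubated 15 min at room temperature with compound. Then 40 uM arachidonic acid was added, 30 min. Hydroperoxide was read by Fe-XO absorbance ratio 573/405 nm.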
ERG-DNA inh: ERG Ets/DNA interaction inhibition. AID 624246. 0.028% of 370,000 active. Potency, µM (highest dose often 76.9 µM), for the others: at the highest dose FP activity, negative = inhibition, most hits filed as inhibitors. fluorescence polarization, His-ERG Ets domain / labelled DNA; active means well fitted inhibition curve with a large enough effect in the polarisation, with a control signal flat; inconclusive means small, poorly fitted or top-dose-only effect, or effect the other way, or a change in a side signal; inactive means no such curve, though single readings can be large or run the other way; the % refers to the polarisation;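 further: polarization taken with two DNA probes labelled with fluorescein and Texas red; % of control where 0% means no effect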
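His-tagged ERG Ets domain (1 uM in the protein solution; 300mM KCl, 50mM Tris-HCl, 1mM EDTA, 1mM DTT, pH 7.5) received compound, then a probe mix of 5 nM fluorescein-DNA and 100nM Texas-615-DNA. Fluorescence polarization was read for both dyes.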
GLS inh: blocks human kidney-isoform glutaminase activity | GLS enzymatic activity, qHTS titration | Potency, µM (top dose mostly 45.5 µM), inactives show at the top dose activity change, negative = inhibition, usual class: inhibitors | AID 624170 | 0.21% of 410,000 active; further: on the % scale 0 is the no-effect control and ±100 the full control effect
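Compounds were pin-transferred onto hKGA, after which L-glutamine (1 mM solution) and a detection mix of glutamate oxidase, HRP and Amplex Red were added. Initial and 30 min RT fluorescence reads were collected.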
Numbers without * were called inactive; i = inactive; u = inconclusive; x = no result given; & = joins results of further samples; [ ] = another dose, or the depositor's remark. Unless noted, the call rests on the fitted dose curve; in most records, active means well fitted curve in the direction sought with a large enough effect; inconclusive means small, poorly fitted or top-dose-only effect, or another doubt; inactive means no such curve, though single readings can be large; an effect the other way counts as inactive or inconclusive. Potency means the concentration at half of the fitted maximal effect. Some of the compounds tested, so the mix of outcomes need not match the whole.

The opening 2 entries (preview)
SMILES	TrxR1 inh	RGS4 inh	Tb PGK inh	Pin1 inhibitor	HP1b binding inh	JMJD2A Tudor inh	ALOX12 inh	ERG-DNA inh	GLS inh
COc1cc(OC)c(OC)cc1CN1CCN(C(=O)CC(C)C)CC1	13%[57.1 µM]	-20%	0%	-12%	u	1.6µM*	u	13%	-13%
O=c1c2[nH]c3ccccc3c2nc2n1CCCS2	-6%[57.1 µM]	34%	11%	-19%	4%	-8%	0%	1%	0%

The listing, repeating the preview:
SMILES	TrxR1 inh	RGS4 inh	Tb PGK inh	Pin1 inhibitor	HP1b binding inh	JMJD2A Tudor inh	ALOX12 inh	ERG-DNA inh	GLS inh
COc1cc(OC)c(OC)cc1CN1CCN(C(=O)CC(C)C)CC1	13%[57.1 µM]	-20%	0%	-12%	u	1.6µM*	u	13%	-13%
O=c1c2[nH]c3ccccc3c2nc2n1CCCS2	-6%[57.1 µM]	34%	11%	-19%	4%	-8%	0%	1%	0%
CCCCCCSc1cc(-c2nc3ccc(Cl)cn3c2NCCCC)ccc1OC	16%	-7%	1%	5%	55%[activator]	-20%	u	7%	18%&21%
Cc1nc(NC(=O)Nc2ccc(Cl)cc2)sc1C	20%[57.1 µM]	18%	5%	8%	17%	-36%	-3%	6%	1%
COc1ccc(C)cc1NC(=O)C1CC(=O)N(CCc2ccc(F)cc2)C1 (configuration not stated)	-2%	-14%	i	25%	20%[57 µM]	1%	u	-4%	21%
COc1cc2c(cc1OC)CN(C(=O)CN1CCN(S(=O)(=O)c3ccccc3Br)CC1)CC2	12%	2%	0%	0%	31%	2%	-22%	-4%	3%
Cc1ccc2[nH]c3c(=O)n(N)c(=O)[nH]c3c2c1	22%[57.1 µM]	-14%	3%	-1%	26%	2%	146%[activator]	9%	u
CC(=O)Nc1ccc(Nc2c3c4c(cccc4n(C)c2=O)C(=O)c2ccccc2-3)cc1	-16%	8%	-7%	u	-17%	u	3%	-22%	7%
O=c1c2ccccc2nc2n1CCCCC2	5%[57.1 µM]	-15%	i	0%	17%	-23%	0%	9%	15%
CN(Cc1ccccc1)C(=O)CN1C(=O)c2ccccc2S1(=O)=O	-12%[57.1 µM]	30%	3%	-3%	33%[activator]	-6%	-20%	-9%	7%
COc1cccc(-n2nnnc2SCC(=O)Nc2cccc(C)n2)c1	13%	-8%	-9%[11.5 µM]	0%	29%	-12%	10%	x	-1%
CC1CCCN(C(=O)COC(=O)c2cc([N+](=O)[O-])ccc2N2CCOCC2)C1 (configuration not stated)	8%[57.1 µM]	-20%	-3%	-3%	-26%	-21%	-9%	2%	-1%
COc1ccc(/C=N/NC(=O)c2ccc(Cn3cc([N+](=O)[O-])cn3)o2)cc1O	3%[57.1 µM]	17%	0%	-17%	28%	-1%	-13%	-1%	19%
CCCC(C)NC(=O)CSc1nc2ccc(C)cc2[nH]1 (configuration not stated)	39%	19%[56.9 µM]	-14%	-3%	41%[activator]	-23%	3%	11%	-48%
O=C(O)c1ccc(CSc2nnc(-c3ccncc3)n2-c2ccc(Cl)cc2)cc1	25%	-24%	2%	3%	34%	-11%	1%	-3%	4%
COc1ccc(NS(=O)(=O)c2ccc3c(c2)Cc2ccccc2-3)cn1	6%	23%	x	-19%	-5%	-30%	-26%	x	4%
CCCOc1cccc(C(=O)NC(=S)Nc2ccccc2)c1	u	-31%	2%	-7%	u	u	16µM*	-3%	11%
COCCNc1c([N+](=O)[O-])c(=O)n(-c2ccccc2)c2ccccc12	9%	-18%[11.4 µM]	1%	-3%	4%	-12%	-5%	0%	3%
O=C1NC(c2ccco2)Nc2sc3c(c21)CCN(Cc1ccccc1)C3 (configuration not stated)	-3%[57.1 µM]	-34%	-2%	u	-13%	u	301%&1%[activator]	22%	-3%
O=c1cc(O)n(Cc2ccc(F)cc2)c(=O)[nH]1	-7%	u	-1%	33%[activator]	26%	0%	-15%	2%	-7%
CC1=Nc2cc(C(=O)NCC3CCCO3)ccc2Sc2ccc(C)cc21 (configuration not stated)	24%	-14%	-7%	-2%	33%	-16%	0%	-7%	-3%
CC(C)(C)n1nc(Cc2cccc3ccccc23)c2c(N)ncnc21	9%	-6%	3%	0%	0%	-30%	u	x	0%
Cc1ccc(Cl)cc1NC(=O)c1ccc(CSc2nnnn2C)cc1	4%	2%	-3%	4%	41%[activator]	1%	8%	9%	7%
Cn1c(CN2CCOCC2)nnc1SCC(=O)Nc1nccs1	14%	9%	3%	-2%	23%	-7%	u	0%	2%
Cc1ccccc1N1CCN(C2CCCN(C(=O)CCn3cnnn3)C2)CC1 (configuration not stated)	-22%	-26%	-3%	-1%	28%	1%	488%[activator]	5%	9%
COc1cc(Cl)cc(/C=C/c2ccc3ccccc3n2)c1OC(C)=O	13%	-13%	7%	13%	117%[activator]	14%	-29%	1%	-3%
COC(=O)C1CN(C(=O)COc2cccc(C)c2C)c2ccccc2O1 (configuration not stated)	18%	-18%	x	-6%	49%[activator]	8%	u	-23%	-1%
Cc1ccc(-c2nnn(CC(=O)NCCc3ccc4c(c3)OCO4)n2)o1	-5%	-23%	-1%	-3%	27%	-4%	0%	-20%	0%
Nc1nc(Nc2ccccc2F)nc(NCCO)c1[N+](=O)[O-]	-8%	7%	0%	-1%	45%[activator]	-14%	u	-1%	0%
COc1ccc(-c2nc(CS(=O)CC(=O)NCc3cccnc3)c(C)o2)cc1OC (configuration not stated)	-62%	-19%	i	5%	39%[activator]	-1%	0%	3%	0%
Cn1c(=O)c2c(-c3ccccc3)n(Cc3ccccn3)cc2n(C)c1=O	u	-10%	9%	5%	48%[activator]	-29%	1%	-11%	10%
O=C(COC(=O)Cn1[nH]c(=O)c2ccccc2c1=O)Nc1ccc2c(c1)OCO2	2%[57.1 µM]	25%	-3%	2%	17%	-1%	27%	-3%	5%
COC(=O)c1ccc(Cl)cc1NC(=O)NC(C)c1c(-n2cccc2)sc(C)c1C (configuration not stated)	27%	26%	x	12%	4%	-36%	-22%	-2%	-7%
O=C(Nc1cc(S(=O)(=O)N2CCCCCC2)ccc1OCC(F)(F)F)c1ccc(=O)[nH]c1	9%	-11%	-3%	0%	32%	-3%	0%	12%	-6%
CC1=NN(C(=O)c2csc(C)c2)C(O)(C(F)(F)F)C1 (configuration not stated)	-7%	13%	i	1%	41%[activator]	-8%	25%	4%	-16%
CCc1ccc(C(=O)NCc2cnn(C)c2)s1	15%	-12%	-7%	-2%	40%[activator]	1%	-23%	1%	2%
O=C(C1CCCO1)N1CCN(C(=S)Nc2ccc(Br)cc2)CC1 (configuration not stated)	3%	9%	-11%	1%	25%	-12%	-2%	-2%	6%
O=C(c1ccc(S(=O)(=O)NCc2ccco2)cc1)N1CCN(Cc2ccccc2)CC1	44%[activator][57.1 µM]	16%	-4%	1%	1%	-12%	0%	-1%	1%
Cc1cccc(NC(=O)CSc2nnc(-c3cnccn3)n2Cc2ccco2)c1	u	-31%	-1%	0%	14%	-20%	0%	-5%	1%
Cc1cccc(NS(=O)(=O)c2nnc(NC(=O)CC(C)C)s2)c1	15%	-6%	x	1%	44%[activator]	-4%	20%	0%	7%
Cc1nn(-c2ccccc2)c(Cl)c1C1C(C#N)=C(N)OC2=C1C(=O)CC(C)(C)C2 (configuration not stated)	12%[57.1 µM]	-13%	-3%	-3%	4%	-15%	-23%	-5%	7%
Cc1cc(-n2c(C)nc3ccccc3c2=O)ccc1NC(=O)C(F)(F)F	19%[57.1 µM]	4%	i	-2%	-9%	-6%	-17%	7%	-13%
COc1cc(CCC(O)CC(=O)CCc2ccccc2)ccc1O (configuration not stated)	-2%	7%	1%	-9%	25%	-22%	-21%	1%	17%
CC1(C)C=C(c2ccc(C(=O)O)s2)CC(C)(C)N1	6%	-25%	-7%	-5%	12%	1%	-6%	5%	-4%
C[C@@H](CN=[N+]=[N-])CN1CC[C@H](C(C)(C)C)CCC1=O	28%&13%	-2%	i	-7%	23%	-14%	-11%	3%	2%
Cc1ccc(O)c(C(=O)c2cnc3onc(-c4ccc(F)cc4)c3c2)c1	2%	8%	-9%	19%	u	-17%[57.1 µM]	-9%	3%	11%
CC1=NN(c2ccccc2)C(=O)C1(C)[N+](=O)[O-] (configuration not stated)	-12%	1%	-9%	-2%	18%	1%	1%	x	12%
COc1ccccc1NC(=O)COC(=O)c1cc2ccccc2cc1O	27%	13%	-7%	-3%	31%	-11%	-4%	-5%	1%
CCCc1c(C)nn(C(=O)/C(C#N)=N/Nc2ccccc2[N+](=O)[O-])c1C	-4%	14%	6%	-8%	8%	-23%	-10%	-2%	14%
O=C1C=C(NCc2ccccc2)C2(CCCCC2)O1	-4%	-31%	-6%	-2%	23%	-29%	0%	4%	2%
COc1ccc(-c2oc(=O)c3cc(OC)c(OC)cc3c2/C=C/c2ccc(OC(C)=O)cc2)cc1	-4%[57.1 µM]	-27%	-11%	u	60%[activator]	-19%	-10%	10%	-8%
O=c1c2ccccc2ncn1Cc1ccc(Cl)cc1	4%	0%	3%	-4%	37%	12%	x	0%	7%
COc1ccc(NS(=O)(=O)c2cc(NC(=O)c3ccc(=O)[nH]c3)ccc2C)cc1	6%	17%	-12%	-3%	8%	-26%	-27%	8%	-1%

Copied from the list.
`CC1=NN(c2ccccc2)C(=O)C1(C)[N+](=O)[O-]` (configuration not stated) in GLS inh shows 12%
`Cc1ccc(-c2nnn(CC(=O)NCCc3ccc4c(c3)OCO4)n2)o1` in RGS4 inh shows -23%
